# RECQ1 helicase – qHTS Assay for Inhibitors of RecQ-Like Dna Helicase 1 (RECQ1) | Potency, µM (doses to about 57.3 µM), for the others: at the top dose activity, negative = inhibition, most hits filed as inhibitors | ATP-dependent DNA helicase Q1 (Homo sapiens), P46063 | RECQ1 DNA unwinding, red fluorescence kinetic read | actives 0.54% (n = 240,000);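 also: plate controls were vehicle for no effect and no enzyme for full effect; nearly all actives have a fitted effect of over 30% in size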
#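 RECQ1T1 50 nM; forked duplex (20 bp + 30-nt ss tails) 200 nM, ATP 2 mM final; pH 8.0, 2 mM MgCl2, 2.5 ug/ml poly(dI-dC); 15 min compound preincubation; discontinuous kinetic read over 2 h at RT.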
# TexasRed fluor – Total Fluorescence Counterscreen for Inhibitors of the Interaction of Thyroid Hormone Receptor and Steroid Receptor Coregulator 2; TRb/SRC2 Texas Red total fluorescence interference; Potency, µM (titrated, usually from 106 µM), without a hit: at the highest dose fluorescence change, negative = quenching; actives 0.29% (n = 280,000); AID 1479, 2009; active = well fitted curve in either direction with a large enough effect; inconclusive = small, poorly fitted or top-dose-only effect
#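 Flags fluorescent or light-absorbing compounds by total fluorescence, S + 2P, at 555 nm excitation and 632 nm emission. Mixture: 20 nM Texas Red SRC2 peptide, 0.6 uM human TRb LBD, 1 uM T3, 5% DMSO; compound exposure 5 h at ambient temperature.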
# GAA inh – qHTS Assay for Inhibitors of Human alpha-Glucosidase as a Potential Chaperone Treatment of Pompe Disease | Lysosomal alpha-glucosidase (Homo sapiens), P10253 | purified human GAA, 4-MU-alpha-glucoside fluorescence | AID 1466, 2008 | actives 0.005% (n = 200,000) | Potency, µM (highest dose often 76.9 µM), for inactives: top-dose activity change, negative = inhibition, most hits filed as inhibitors;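 also: plate controls were uninhibited enzyme wells for no effect and no-enzyme background for full effect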
#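 qHTS format, compound range up to 77 uM. Human lysosomal enzyme at 4 nM, 400 uM 4-MU glucoside substrate, pH 5.0, 20 min room temperature; fluorescence after alkaline stop gives activity normalized to controls.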
# TRb-SRC2 inh – qHTS for Inhibitors of the Interaction of Thyroid Hormone Receptor and Steroid Receptor Coregulator 2. Thyroid hormone receptor beta (Homo sapiens), P10828. TRbeta-SRC2 peptide binding, fluorescence polarization; receptor liganded with 1 µM T3. Potency, µM (top dose mostly 106 µM), for the others: at the highest dose activity change, negative = inhibition, most hits filed as inhibitors. actives 0.065% (n = 280,000);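 also: plate controls were bound peptide for no effect and peptide without receptor for full effect; nearly all actives have a fitted effect of over 50% in size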
# Target sequence (P10828 whole entry, looked up): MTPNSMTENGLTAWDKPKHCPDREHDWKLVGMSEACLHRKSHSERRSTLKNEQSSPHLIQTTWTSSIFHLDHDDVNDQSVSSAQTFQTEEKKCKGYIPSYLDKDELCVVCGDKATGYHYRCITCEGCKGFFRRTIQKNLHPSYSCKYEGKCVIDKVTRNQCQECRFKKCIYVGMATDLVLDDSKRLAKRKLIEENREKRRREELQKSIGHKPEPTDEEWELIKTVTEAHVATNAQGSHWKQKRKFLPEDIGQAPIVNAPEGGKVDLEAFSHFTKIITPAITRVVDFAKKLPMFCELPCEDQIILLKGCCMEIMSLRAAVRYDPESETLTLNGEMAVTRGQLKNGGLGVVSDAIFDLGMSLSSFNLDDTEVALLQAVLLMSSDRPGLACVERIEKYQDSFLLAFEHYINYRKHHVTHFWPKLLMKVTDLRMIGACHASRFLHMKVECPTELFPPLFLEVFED
#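 Fluorescence polarization of 20 nM Texas Red SRC2 peptide (20-aa NR interaction domain) bound to 0.6 uM human TRb ligand-binding domain, with 1 uM T3, after 5 hr at ambient temperature; inhibition seen as decreased polarization.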
# aGlu spleen mod – qHTS Assay for Inhibitors and Activators of Human alpha-Glucosidase From Spleen Homogenate; human spleen homogenate, 4-MU-alpha-glucoside fluorescence; Potency, µM (highest dose often 79.9 µM), for the others: at the highest dose activity change, negative = inhibition, hits mostly inhibitors; Lysosomal alpha-glucosidase (Homo sapiens), P10253; AID 2112, 2009; actives 0.006% (n = 240,000);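 also: 0% = enzyme with vehicle and -100% = no enzyme basal signal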
#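 Enzyme source: human spleen homogenate, 1 ug/well. Buffer 50 mM citric acid/K phosphate pH 5.0, 0.01% Tween-20. 4-MU-alpha-glucoside 1 mM; 37 C x 40 min; NaOH/glycine stop; fluorescence.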
# L3MBTL1 block – qHTS Assay for the Inhibitors of L3MBTL1. Potency, µM (highest dose often 57.1 µM), for inactives: at the top dose activity, negative = inhibition, most hits filed as inhibitors. Lethal(3)malignant brain tumor-like protein 1 (Homo sapiens), Q9Y468. actives 0.66% (n = 230,000). AlphaScreen L3MBTL1–H3K9me1 peptide binding; also: nearly all actives have a fitted effect of over 60% in size
#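 Read-out is AlphaScreen signal from streptavidin donor and nickel chelate acceptor beads (10 ug/mL final each) bridging L3MBTL1 (50 nM) and biotinylated K9-monomethylated H3(1-15) peptide (75 nM), after 30 min compound exposure at room temperature.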
# GAA glycogen – qHTS Assay for Inhibitors and Activators of Human alpha-Glucosidase Cleavage of Glycogen | Lysosomal alpha-glucosidase (Homo sapiens), P10253 | recombinant GAA, glycogen substrate, Amplex Red glucose oxidase fluorescence | Potency, µM (series often up to 76.4 µM), for inactives: top-dose activity change, negative = inhibition, usual class: inhibitors | actives 0.38% (n = 300,000) | AID 2100, 2009;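 also: 0% = full enzyme reaction and -100% = no-enzyme basal signal; the screen sought inhibitors and activators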
#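 Recombinant human enzyme (4 nM); glycogen substrate; 37 C, 40 min, pH 5.0. Readout: coupled glucose oxidase/Amplex Red fluorescence.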
# GoLoco inh red – qHTS Assay for Inhibitors of RGS12 GoLoco Motif Activity (Red Fluorophore); actives 0.44% (n = 230,000); AID 880, 2007; Guanine nucleotide-binding protein G(i) subunit alpha-1 (Homo sapiens), P63096; Potency, µM (series often up to 61.6 µM), without a hit: at the top dose activity, negative = inhibition, hits mostly inhibitors; Gai1:RGS12 GoLoco peptide FP, rhodamine, 10 min; active = well fitted inhibition curve with a large enough effect, not every such curve was filed as active; inactive = no such curve, though single readings can be large or run the other way; also: nearly all actives have a fitted effect of over 30% in size; many of its hits are not listed in these tables
# Target sequence (P63096 whole entry, looked up): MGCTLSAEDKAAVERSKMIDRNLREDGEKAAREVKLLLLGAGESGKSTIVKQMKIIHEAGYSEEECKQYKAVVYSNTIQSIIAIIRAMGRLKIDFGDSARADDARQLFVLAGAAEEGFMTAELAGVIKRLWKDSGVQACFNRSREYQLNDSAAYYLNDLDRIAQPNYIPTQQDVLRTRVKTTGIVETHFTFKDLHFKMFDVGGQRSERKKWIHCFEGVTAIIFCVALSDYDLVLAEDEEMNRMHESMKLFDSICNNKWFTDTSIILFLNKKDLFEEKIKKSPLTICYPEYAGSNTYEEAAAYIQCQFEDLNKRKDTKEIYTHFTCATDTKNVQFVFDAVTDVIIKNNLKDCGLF
# * hit, by the source's call; i = inactive; ? = inconclusive; / = no result given; & = joins results of further samples; [ ] = another dose, or the depositor's remark. Unless noted, calls follow the shape of the dose curve; as a rule, active = well fitted curve in the direction sought with a large enough effect; inconclusive = small, poorly fitted or top-dose-only effect, or another doubt; inactive = no such curve, though single readings can be large; an effect the other way counts as inactive or inconclusive. Unless noted, % is scaled to controls: 0 for no effect and ±100 for the full control effect; potency is read from the fitted curve at half-maximal effect. The list is partial, so the mix of outcomes need not match the whole.
# The first ten entries, ahead of the listing:
1: CCOc1ccc(Cn2nnc(C(=O)NCc3ccc(OC)cc3)c2N)cc1
2: Cn1c(-c2ccccc2)cccc1=O
3: CCOC(=O)N1CCC(NC(=O)CCS(=O)(=O)c2ccc3c(c2)CCN3C(=O)CC)CC1
4: CCn1cc(C(=O)OCc2ccccc2)c(=O)c2ccc(C)nc21
5: O=C(CN1CCN(S(=O)(=O)c2ccc(Br)cc2)CC1)Nc1ccccc1F
6: Oc1nc(-c2ccc(Cl)cc2)n2ccncc12
7: O=[N+]([O-])c1cc2c(cc1C=Nc1ccccc1)OCO2
8: Nc1c(-c2cccc(Cl)c2)cnn1-c1cccc(C(F)(F)F)c1

Compound,1,2,3,4,5,6,7,8
RECQ1 helicase,0%,i,-2%,-1%,0%,-10%,5%,-13%
TexasRed fluor,-2%,-5%,2%,-2%,-1%,-1%,-7%,-6%
GAA inh,6%,-2%,2%,-7%,-9%,?,2%,?
TRb-SRC2 inh,-11%,1%,-5%,0%,3%,3%,2%,3%
aGlu spleen mod,0%,-6%,10%,-5%,-8%,-4%,2%,-8%
L3MBTL1 block,17%,4%,11%,/,-3%,0%,-4%,7%
GAA glycogen,9%,9%,2%,0%,-11%,?,-2%,-5%
GoLoco inh red,9%,-19%,3%,-6%,2%,5%,9%,5%

9: CC(=O)Nc1ccc(S(=O)(=O)N2CCSCC2)cc1
10: Cc1ccc(NC(=O)NCCCN2CCCC2=O)cc1

Compound,9,10
RECQ1 helicase,-5%,i
TexasRed fluor,-3%,-7%
GAA inh,1%,-9%
TRb-SRC2 inh,5%,4%
aGlu spleen mod,-7%,5%
L3MBTL1 block,/,/
GAA glycogen,-5%,1%
GoLoco inh red,3%,3%

# The whole of this part (from the top)
1: CCOc1ccc(Cn2nnc(C(=O)NCc3ccc(OC)cc3)c2N)cc1
2: Cn1c(-c2ccccc2)cccc1=O
3: CCOC(=O)N1CCC(NC(=O)CCS(=O)(=O)c2ccc3c(c2)CCN3C(=O)CC)CC1
4: CCn1cc(C(=O)OCc2ccccc2)c(=O)c2ccc(C)nc21
5: O=C(CN1CCN(S(=O)(=O)c2ccc(Br)cc2)CC1)Nc1ccccc1F
6: Oc1nc(-c2ccc(Cl)cc2)n2ccncc12

Compound,1,2,3,4,5,6
RECQ1 helicase,0%,i,-2%,-1%,0%,-10%
TexasRed fluor,-2%,-5%,2%,-2%,-1%,-1%
GAA inh,6%,-2%,2%,-7%,-9%,?
TRb-SRC2 inh,-11%,1%,-5%,0%,3%,3%
aGlu spleen mod,0%,-6%,10%,-5%,-8%,-4%
L3MBTL1 block,17%,4%,11%,/,-3%,0%
GAA glycogen,9%,9%,2%,0%,-11%,?
GoLoco inh red,9%,-19%,3%,-6%,2%,5%

7: O=[N+]([O-])c1cc2c(cc1C=Nc1ccccc1)OCO2
8: Nc1c(-c2cccc(Cl)c2)cnn1-c1cccc(C(F)(F)F)c1
9: CC(=O)Nc1ccc(S(=O)(=O)N2CCSCC2)cc1
10: Cc1ccc(NC(=O)NCCCN2CCCC2=O)cc1
11: COc1cccc(C2=NN(C(=O)c3cccs3)C(O)(C(F)(F)F)C2)c1 (centres undefined)
12: Cc1ccccc1N=C(NOCc1ccccc1)c1nonc1N

Compound,7,8,9,10,11,12
RECQ1 helicase,5%,-13%,-5%,i,-4%,-7%
TexasRed fluor,-7%,-6%,-3%,-7%,-1%,-1%
GAA inh,2%,?,1%,-9%,-1%,-9%
TRb-SRC2 inh,2%,3%,5%,4%,4%,0%
aGlu spleen mod,2%,-8%,-7%,5%,1%,-4%
L3MBTL1 block,-4%,7%,/,/,/,13%
GAA glycogen,-2%,-5%,-5%,1%,1%,-9%
GoLoco inh red,9%,5%,3%,3%,-15%,-1%

13: Cc1ccc(/C=C/C(=O)NCCCn2ccnc2)cc1
14: O=c1c2ccccc2c(C=Nc2ccccc2O)c(O)n1-c1nccs1
15: NC(=O)c1nn(-c2ccccc2)c(=O)cc1O
16: CC1(C)N=C(/C=N/O)CN1O
17: CC(=O)Nc1cccc2c1OCCO2
18: CC1(c2ccc(OC(F)F)cc2)NC(=O)N(/N=C/c2c(O)ccc3ccccc23)C1=O (centres undefined)

Compound,13,14,15,16,17,18
RECQ1 helicase,13%,-1%,-9%,i,-5%,-12%
TexasRed fluor,-3%,-4%,0%,-1%,0%,1%
GAA inh,-6%,/,14%,-3%,-5%,-8%
TRb-SRC2 inh,-9%,-9%,-2%,8%,-6%,5%
aGlu spleen mod,2%,1%,0%,1%,9%,-3%
L3MBTL1 block,3%,5%,6%,2%,-4%,-1%
GAA glycogen,-1%,3%,6%,-1%,4%,1%
GoLoco inh red,1%,15%,13%,4%,9%,10%

19: COc1ccc(C(=O)/C=C/C(=O)N(CC(=O)NC2CCCCC2)Cc2ccc(F)cc2)c(O)c1
20: CC(C)(/C=N/O)/[N+]([O-])=C/c1ccccc1C(F)(F)F
21: O=C(O)/C=C\C(=O)Nc1cccc(C(=O)Nc2cccc(O)c2)c1
22: O=C(Nc1cccc(Cl)c1)Nc1cc(S(=O)(=O)N2CCOCC2)ccc1N1CCCC1
23: CCN=C(NCC)SC1CC(=O)N(c2ccc(OC)cc2)C1=O (centres undefined)
24: CCN(CC)CCCn1c(-c2ccccc2)nc2c(NCc3ccccc3)nc(C)nc21

Compound,19,20,21,22,23,24
RECQ1 helicase,i,-4%,4%,-9%,i,-7%
TexasRed fluor,0%,1%,1%,-3%,-3%,0%
GAA inh,0%,-6%,-10%,-19%,-16%,/
TRb-SRC2 inh,0%,-4%,7%,-1%,6%,1%
aGlu spleen mod,1%,-7%,6%,-1%,5%,-1%
L3MBTL1 block,12%,0%,7%,-5%,/,/
GAA glycogen,-2%,-22%,-7%,-11%,2%,/
GoLoco inh red,10%,-18%,-4%,4%,0%,1%

25: O=C(CSc1n[nH]c(=O)n1C1CC1)N1N=C(c2ccc(Cl)cc2)CC1c1ccco1 (centres undefined)
26: COc1ccc(CNC(=O)COC(=O)/C=C/c2cccs2)cc1
27: O=C1CC(c2c[nH]c3ccccc23)C(=O)N1 (centres undefined)
28: C[C@@H]1CN(CCCn2c3ccccc3c3ccccc32)C[C@H](C)N1
29: N#CC1=C2N=C(N)c3ccccc3N2C2=C(C(=O)CCC2)C1c1ccc(F)cc1 (centres undefined)
30: CCCCCCNc1nc(NCc2ccco2)nc(OCC)n1

Compound,25,26,27,28,29,30
RECQ1 helicase,i,-11%,-2%,-7%&-4%,17%,i
TexasRed fluor,-1%,2%,1%,-3%&0%,0%,-5%
GAA inh,/,-1%,-6%,2%[15.4 µM],/,-13%
TRb-SRC2 inh,10%,5%,-3%,-5%&-15%,0%,-4%
aGlu spleen mod,-4%,1%,4%,2%&-4%,-7%,-1%
L3MBTL1 block,/,-3%,3%,/,/,/
GAA glycogen,-5%,12%,-2%,-13%,-9%,-9%
GoLoco inh red,-4%,9%,3%,4%&6%,-3%,-17%

31: COc1ccc2c(c1)C(=O)[C@H](OC(=O)NCCOc1ccccc1)[C@@H](c1ccc(OC)c(Br)c1)O2
32: O=C(NCCCN1CCN(CCCNC(=O)c2cccc([N+](=O)[O-])c2)CC1)c1cccc([N+](=O)[O-])c1
33: NC(=S)Nc1nc2ccccc2s1
34: O=C(CN(Cc1ccc2c(c1)OCO2)C(=O)CNC(=O)c1ccco1)NC1CCCCC1
35: COc1cc(/C=N/NC(=O)c2ccc(-n3cccc3)cc2)ccc1O
36: CC(C)(C)SCCNC(=O)Nc1ccccc1

Compound,31,32,33,34,35,36
RECQ1 helicase,i,i,-8%,2%,-8%,-5%
TexasRed fluor,-2%,-6%,3%,-4%,-2%,-1%
GAA inh,/,0%,-2%,-4%,-12%,10%
TRb-SRC2 inh,11%,-7%,-9%,-1%,3%,3%
aGlu spleen mod,-7%,0%,-3%,10%,-2%,3%
L3MBTL1 block,/,-2%,/,-9%,-8%,-2%
GAA glycogen,/,-1%,?,25%,?,2%
GoLoco inh red,2%,-8%,2%,4%,0%,10%

37: Cc1cc(OCC(=O)c2ccc(F)cc2)ccc1N1C(=O)CCC1=O
38: Cc1ccc(CN2C(=O)N/C(=C/c3cc(C)n(-c4ccccn4)c3C)C2=O)cc1
39: Cc1cc(C)c(/C=C(\C#N)C(N)=S)c(C)c1
40: Cc1ccc(/C=c2\sc3nc(-c4ccccc4Br)nn3c2=O)o1
41: O=C(CC(=O)N/N=C/c1ccccc1)NCc1ccccc1
42: CCc1ccc2c(c1)/C(=N/OC)C(=O)N2
43: O=[N+]([O-])c1ccc(C(=S)N2CCC(Cc3ccccc3)CC2)cc1
44: COc1cc(/C=C2\OC(=O)c3c(OC)cccc32)ccc1O

Compound,37,38,39,40,41,42,43,44
RECQ1 helicase,i,?,-10%,?,i,5%,-1%,16%
TexasRed fluor,-4%,3%,0%,-13%,-3%,-2%,-8%,-2%
GAA inh,-3%,-6%,4%,-9%,3%,2%,8%,4%
TRb-SRC2 inh,-4%,7%,-12%,2%,4%,-4%,-13%,-27%
aGlu spleen mod,-5%,-4%,-4%,-16%,5%,-17%,-2%,5%
L3MBTL1 block,-3%,-6%,-3%,/,4%,4%,-27%,/
GAA glycogen,1%,8%,-1%,7%,2%,2%,3%,-13%
GoLoco inh red,4%,2%,-12%,90%[activator],9%,7%,7%,7%
